From PubChem BioAssay
NR2E3 ag-1 = human photoreceptor-specific nuclear receptor agonism; Q9Y5X4; CHO-S Gal4-NCOR/VP16-NR2E3 two-hybrid, luciferase; inhibition of corepressor binding, % at 3.98 µM; actives 0.35% (n = 360,000); AID 602229;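 active = inhibition above the mean of all tested compounds plus 3 SD, cut at about 70% in these data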;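 note: 0% = DMSO with NR2E3 transfected cells and 100% = cells lacking NR2E3 construct; higher means lower luciferase signal from less NR2E3 corepressor binding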
Target sequence (Q9Y5X4 whole entry, looked up, the tested form may be a part): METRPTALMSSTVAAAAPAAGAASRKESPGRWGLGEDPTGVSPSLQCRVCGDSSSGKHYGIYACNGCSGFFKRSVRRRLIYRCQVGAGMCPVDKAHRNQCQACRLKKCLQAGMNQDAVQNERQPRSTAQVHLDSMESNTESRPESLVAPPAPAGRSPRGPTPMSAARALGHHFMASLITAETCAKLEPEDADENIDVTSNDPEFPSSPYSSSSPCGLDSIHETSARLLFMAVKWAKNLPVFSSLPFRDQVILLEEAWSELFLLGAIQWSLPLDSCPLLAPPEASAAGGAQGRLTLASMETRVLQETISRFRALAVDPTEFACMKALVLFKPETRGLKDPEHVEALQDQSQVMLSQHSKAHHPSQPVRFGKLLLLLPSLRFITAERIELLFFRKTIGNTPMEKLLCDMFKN
NR2E3 ag-2 = activates human photoreceptor nuclear receptor NR2E3; actives 0.12% (n = 320,000); AID 2300; inhibition of corepressor binding, % at 4.78 µM; GST-NR2E3/biotin-RetCOR TR-FRET, 1536-well;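 active = percent inhibition above the cutoff of mean plus 3 SD of all tested compounds, set per screening campaign, cut at about 20% in these data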;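 note: 0% = DMSO wells and 100% = biotin wells as full block of FRET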
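System: GST-NR2E3 and biotin-RetCOR proteins; probe or stimulus: 7 nM biotin-RetCOR; doses: compound at 4.8 µM, single dose; schedule: Compound–protein incubation for 5 h at 4 °C; detection: time-resolved FRET; read-out: percent inhibition; controls: biotin wells as high control, 0.6% DMSO wells as low control; format: 1536-well plates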
C8 TRAIL sens = caspase-8 TRAIL sensitization; NB7+C8 cells + TRAIL, ATPlite viability luminescence; actives 1% (n = 360,000); AID 624354; inhibition (viability loss, TRAIL sensitization), % at 10 µM;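 active = compounds causing at least 50% loss of cell viability in the single-dose screen, relative to plate controls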
Peg3 prom inh = inhibitors of Peg3 promoter; inhibition, % at 20 µM; HeLa PEG-Prom luciferase reporter, luminescence, overnight; actives 1.7% (n = 360,000);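 active = inhibition of at least 50% at 20 µM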
HIF-2a block = HIF-2a inhibition; inhibition, % at 18.8 µM; 786-0 RCC cells HIF-2a reporter, luciferase luminescence, overnight; AID 624352; actives 0.72% (n = 360,000);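 active = inhibition of the luminescence signal of 40% or more relative to plate controls, in a single-dose primary screen at 18.75 µM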
CF NFkB inh = inhibitors of cystic fibrosis induced NF-kB; KKLEB NF-kB-GFP reporter, PAF-induced, GFP fluorescence overnight; inhibition, % at 5 µM; actives 0.86% (n = 360,000); AID 588850;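 active = at least 50% inhibition at 5 µM, scaled per plate between neutral and stimulator controls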;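 note: PAF is a Pseudomonas aeruginosa culture filtrate used as stimulus; plate controls were PAF-stimulated DMSO wells for no effect and unstimulated DMSO wells for full effect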
Shn3 inh set2 = Schnurri-3 reporter inhibition in Clone20 osteoblasts; Clone20 osteoblast Shn3 3'UTR firefly luciferase, 24 h; inhibition, % at 12.5 µM; actives 0.52% (n = 360,000);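 active = mean inhibition of at least 75% with every replicate also reaching 75%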;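 note: 0% = median of neutral control wells and 100% = pilot-screen positive control compound; some compounds past the cut are filed as inactive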
EBV LMP1 NFkB = Epstein-Barr LMP1 NF-kappaB reporter inhibition | actives 0.69% (n = 350,000) | AID 504558 | LMP1-induced NF-kappaB luciferase reporter cells, luminescence | inhibition, % at 12.5 µM; in the data active = inhibition above about 41%;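 note: 0% = neutral control wells and 100% = reference inhibitor control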
MITF TRPM1 inh = reduces MITF-dependent TRPM1 promoter luciferase signal | SK-MEL-5 TRPM1 promoter luciferase, 24 h | inhibition, % at 12.5 µM | actives 0.83% (n = 330,000) | AID 488899;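 active = mean inhibition across replicates of 60% or more, whatever share of single replicates reaches that level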; note: values of inactives mirror those of a sister screen read the other way
KKLEB cytotox = CF airway cell cytotoxicity counter-screen; KKLEB CF airway cells viability, ATPlite luminescence, overnight; stronger effect = lower value; cells stimulated with P. aeruginosa culture filtrate; activity change (cytotoxicity), % at 5 µM; actives 0.36% (n = 360,000); AID 602141;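 active = corrected activity change at or below -50% at 5 µM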
iPSC survival up = increases survival of single human iPS cells; hiPSC single-cell survival, ATPlite luminescence; 100% = ROCK inhibitor wells, 0% = DMSO; survival enhancement, % at 20 µM; actives 0.044% (n = 360,000); AID 602274; in the data active = survival enhancement above about 18%;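 note: cells exposed to compounds for 16 hours before the ATP read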
* hit, by the source's call.

COC(=O)C(C(=O)N1CCN(C)CC1)C1CCCCCC1 (stereo unspecified) was read as NR2E3 ag-1 -23, NR2E3 ag-2 -1, C8 TRAIL sens -4, Peg3 prom inh 15, HIF-2a block 8, CF NFkB inh -2, Shn3 inh set2 3, EBV LMP1 NFkB -7, MITF TRPM1 inh 2, KKLEB cytotox 11 and iPSC survival up -0.7.
For COc1ccc(CN2C[C@@H](CO)O[C@@H](n3cnc4c(NCc5cc(OC)c(OC)c(OC)c5)ncnc43)C2)cc1 the results were NR2E3 ag-1 20, C8 TRAIL sens 2, Peg3 prom inh -1, HIF-2a block 3, CF NFkB inh 6, Shn3 inh set2 -2, KKLEB cytotox -8 and iPSC survival up -0.6.
CCOc1nc(NC(=O)NS(=O)(=O)Oc2ccccc2Cl)nc(-c2ccccc2)n1 was read as NR2E3 ag-1 -9, NR2E3 ag-2 3, C8 TRAIL sens -1, Peg3 prom inh -45, HIF-2a block -112, CF NFkB inh -5, Shn3 inh set2 -21, EBV LMP1 NFkB -13, MITF TRPM1 inh -24, KKLEB cytotox 8 and iPSC survival up 0.0.
COC(=O)/C=C1/SC(=NC(=O)c2ccc(Cl)cc2)NC1=O was read as NR2E3 ag-1 -10, NR2E3 ag-2 -1, C8 TRAIL sens -14, Peg3 prom inh -51, HIF-2a block -24, CF NFkB inh -2, Shn3 inh set2 5, EBV LMP1 NFkB -1, MITF TRPM1 inh -11, KKLEB cytotox 3 and iPSC survival up 0.3.
Screening Nc1nc2c(nc(N3CCCCC3)n2[C@@H]2O[C@H](CO)[C@@H](O)[C@H]2O)c(=O)[nH]1 returned NR2E3 ag-1 5, NR2E3 ag-2 2, C8 TRAIL sens 0, Peg3 prom inh 10, HIF-2a block 7, CF NFkB inh 2, Shn3 inh set2 5, EBV LMP1 NFkB 3, MITF TRPM1 inh 6, KKLEB cytotox -24 and iPSC survival up 0.7.
Screening Nc1ccc(CCCC(=O)NCc2cccnc2)cc1 returned NR2E3 ag-1 25, C8 TRAIL sens -5, Peg3 prom inh -20, HIF-2a block -3, CF NFkB inh 9, Shn3 inh set2 -9, EBV LMP1 NFkB 13, KKLEB cytotox -7 and iPSC survival up -0.1.
`CCc1ccc(CNC(=O)c2ccc(OC3CCN(C(=O)COC)CC3)cc2)nc1` gave NR2E3 ag-1 7, C8 TRAIL sens 5, Peg3 prom inh -3, HIF-2a block 12, CF NFkB inh 18, Shn3 inh set2 -7, EBV LMP1 NFkB 3, MITF TRPM1 inh 10, KKLEB cytotox -3 and iPSC survival up 2.3.
`COc1ccc(S(=O)(=O)n2cccc2)c(OC)c1` gave NR2E3 ag-1 -14, NR2E3 ag-2 3, C8 TRAIL sens -10, Peg3 prom inh 2, HIF-2a block 14, CF NFkB inh 1, Shn3 inh set2 -1, EBV LMP1 NFkB 3, MITF TRPM1 inh 2, KKLEB cytotox 0 and iPSC survival up 0.0.
For O=[N+]([O-])c1ccccc1Oc1ccccc1Cl the results were NR2E3 ag-1 -6, NR2E3 ag-2 -2, C8 TRAIL sens -3, Peg3 prom inh 0, HIF-2a block -11, CF NFkB inh -3, Shn3 inh set2 -10, EBV LMP1 NFkB -2, MITF TRPM1 inh -4, KKLEB cytotox 2 and iPSC survival up -2.2.
`COc1ccc(NC(=O)Cn2cccc2)cc1Cl` gave NR2E3 ag-1 4, NR2E3 ag-2 0, C8 TRAIL sens 2, Peg3 prom inh -17, HIF-2a block 2, CF NFkB inh 3, Shn3 inh set2 -7, EBV LMP1 NFkB -7, MITF TRPM1 inh -4, KKLEB cytotox 11 and iPSC survival up 6.3.
`CCCc1cc(C(=O)NCCc2ccccc2)no1` gave NR2E3 ag-1 -112, NR2E3 ag-2 0, C8 TRAIL sens -2, Peg3 prom inh -334, HIF-2a block -263, CF NFkB inh 9, Shn3 inh set2 -110, EBV LMP1 NFkB -18, KKLEB cytotox -3 and iPSC survival up 0.8.
For C/C(=N\O)c1ccc(Cl)cc1Cl the results were NR2E3 ag-1 -16, NR2E3 ag-2 0, C8 TRAIL sens 19, Peg3 prom inh 8, HIF-2a block 14, CF NFkB inh 7, Shn3 inh set2 -4, EBV LMP1 NFkB 2, MITF TRPM1 inh -3, KKLEB cytotox -6 and iPSC survival up -0.3.
For Oc1ccc(/C=N/NC(=S)NCCN2CCOCC2)c(O)c1 the results were NR2E3 ag-1 -9, NR2E3 ag-2 0, C8 TRAIL sens 1, Peg3 prom inh 11, HIF-2a block 16, CF NFkB inh 7, Shn3 inh set2 11, EBV LMP1 NFkB -9, MITF TRPM1 inh 6, KKLEB cytotox -19 and iPSC survival up -0.3.
For CCNC(=O)/C(=C/c1ccc2c(c1)OCO2)NC(=O)c1ccc(Br)cc1 the results were NR2E3 ag-1 -12, NR2E3 ag-2 -5, C8 TRAIL sens -17, Peg3 prom inh 10, HIF-2a block 9, CF NFkB inh 15, Shn3 inh set2 -7, EBV LMP1 NFkB 1, MITF TRPM1 inh 2, KKLEB cytotox -1 and iPSC survival up 12.
For COc1ccc2nc(NN=C(C)c3ccccn3)cc(C)c2c1 the results were NR2E3 ag-1 -12, C8 TRAIL sens 69*, Peg3 prom inh -22, HIF-2a block -359, CF NFkB inh 22, Shn3 inh set2 86*, EBV LMP1 NFkB 79*, MITF TRPM1 inh 77*, KKLEB cytotox -20 and iPSC survival up -4.5.
CC(C)Oc1cccc(-c2nnc(SCC(=O)Nc3ccc4c(c3)OCCO4)n2N)c1 was read as NR2E3 ag-1 -27, NR2E3 ag-2 -1, C8 TRAIL sens 1, Peg3 prom inh -21, HIF-2a block -4, CF NFkB inh -12, Shn3 inh set2 9, EBV LMP1 NFkB -12, MITF TRPM1 inh 3, KKLEB cytotox -1 and iPSC survival up 1.7.
Screening O=C(Nc1ccc2c(c1)OCO2)N1CCC(CO)(CC2CCCCO2)CC1 (stereo unspecified) returned NR2E3 ag-1 -30, NR2E3 ag-2 -4, C8 TRAIL sens -6, Peg3 prom inh -65, HIF-2a block -87, CF NFkB inh -5, Shn3 inh set2 -8, EBV LMP1 NFkB -6, MITF TRPM1 inh -8, KKLEB cytotox 6 and iPSC survival up -0.3.
For Cc1ccc(C)c(N2CCN(C(=O)C3CCN(c4nnc(N5CCCC5=O)s4)CC3)CC2)c1 the results were NR2E3 ag-1 -3, NR2E3 ag-2 4, C8 TRAIL sens 13, Peg3 prom inh 2, HIF-2a block 18, CF NFkB inh -13, Shn3 inh set2 24, EBV LMP1 NFkB 7, MITF TRPM1 inh 6, KKLEB cytotox 5 and iPSC survival up 3.1.
Screening CCn1ccnc1CN1CCc2c([nH]c3ccccc23)C1C1CCCCC1 (stereo unspecified) returned NR2E3 ag-1 -33, NR2E3 ag-2 3, C8 TRAIL sens -3, Peg3 prom inh 11, HIF-2a block 15, CF NFkB inh -10, Shn3 inh set2 0, EBV LMP1 NFkB -4, MITF TRPM1 inh 8, KKLEB cytotox 4 and iPSC survival up 3.8.
CCc1nc2c(OCc3ccccc3)cccn2c1N(C)C(=O)c1ccc(OC)cc1 was read as NR2E3 ag-1 3, C8 TRAIL sens -14, Peg3 prom inh 3, HIF-2a block 16, CF NFkB inh -11, Shn3 inh set2 3, KKLEB cytotox 2 and iPSC survival up 5.3.
`Cn1c2c(c(=O)[nH]c1=O)C(c1cccc(O)c1)C1=C(N2)c2ccccc2C1=O` (stereo unspecified) gave NR2E3 ag-1 -31, C8 TRAIL sens 0, Peg3 prom inh 28, HIF-2a block 9, CF NFkB inh -176, Shn3 inh set2 71, EBV LMP1 NFkB 47*, MITF TRPM1 inh 1, KKLEB cytotox -4 and iPSC survival up -3.9.
`O=C(C[C@H]1C/C=C\C[C@@H](Cc2ccc(F)cc2)C(=O)OC[C@H]2CCCN2C1=O)N[C@@H](CO)Cc1ccccc1` gave NR2E3 ag-1 15, C8 TRAIL sens -10, Peg3 prom inh 7, HIF-2a block 7, CF NFkB inh 17, Shn3 inh set2 -3, EBV LMP1 NFkB -13, MITF TRPM1 inh 3, KKLEB cytotox -3 and iPSC survival up -0.2.
Screening COc1ccc2c(COC(=O)CNS(=O)(=O)c3ccc(C)c(C)c3)cc(=O)oc2c1 returned NR2E3 ag-1 16, NR2E3 ag-2 6, C8 TRAIL sens 3, Peg3 prom inh 10, HIF-2a block 5, CF NFkB inh -7, Shn3 inh set2 -20, EBV LMP1 NFkB 2, MITF TRPM1 inh 1, KKLEB cytotox 1 and iPSC survival up 5.0.
Nc1ccc(Oc2ccc3nc(-c4ccccc4)c(-c4ccccc4)nc3c2)cc1 was read as NR2E3 ag-1 19, NR2E3 ag-2 -1, Shn3 inh set2 6, EBV LMP1 NFkB -43 and MITF TRPM1 inh -8.
For Cc1nn(CC2CC2)c(=O)n1-c1ccc(Cl)cc1 the results were NR2E3 ag-1 -4, NR2E3 ag-2 -2, C8 TRAIL sens 3, Peg3 prom inh 6, HIF-2a block 3, CF NFkB inh -2, Shn3 inh set2 -42, EBV LMP1 NFkB -29, MITF TRPM1 inh 8, KKLEB cytotox 5 and iPSC survival up 0.1.
OCC1(Cc2cccc(Cl)c2)CCCN(Cc2ccc(F)c(F)c2)C1 (stereo unspecified) was read as NR2E3 ag-1 -14, NR2E3 ag-2 1, C8 TRAIL sens 6, Peg3 prom inh 13, HIF-2a block 7, CF NFkB inh 11, Shn3 inh set2 14, EBV LMP1 NFkB -4, MITF TRPM1 inh 2, KKLEB cytotox 4 and iPSC survival up 0.8.
Cc1cc(/C([O-])=C(/C(=S)Nc2ccccc2)[n+]2ccccc2)c(C)n1-c1ccccc1 was read as NR2E3 ag-1 -60, NR2E3 ag-2 -2, C8 TRAIL sens -7, Peg3 prom inh -158, HIF-2a block -32, CF NFkB inh -6, Shn3 inh set2 6, EBV LMP1 NFkB 6, MITF TRPM1 inh 14, KKLEB cytotox 10 and iPSC survival up -1.6.
For COc1ccc(N2CCN(C(=O)c3ccc(C)cc3Cl)CC2)cc1 the results were NR2E3 ag-1 -11, NR2E3 ag-2 0, C8 TRAIL sens -4, Peg3 prom inh -17, HIF-2a block -25, CF NFkB inh 0, Shn3 inh set2 -33, EBV LMP1 NFkB -3, MITF TRPM1 inh 2, KKLEB cytotox -6 and iPSC survival up 1.9.
For CCCCNC(=O)COC(=O)CCC(=O)c1ccc(F)cc1 the results were NR2E3 ag-1 -8, NR2E3 ag-2 -2, C8 TRAIL sens 4, Peg3 prom inh 9, HIF-2a block 2, CF NFkB inh -3, Shn3 inh set2 12, EBV LMP1 NFkB 12, MITF TRPM1 inh 15, KKLEB cytotox 4 and iPSC survival up -0.6.
Screening O=C(Cc1ccc(Cl)cc1)Nc1cccc(S(=O)(=O)Nc2ccccc2F)c1 returned NR2E3 ag-1 -24, NR2E3 ag-2 1, C8 TRAIL sens 7, Peg3 prom inh 18, HIF-2a block 16, CF NFkB inh -1, Shn3 inh set2 17, EBV LMP1 NFkB 8, MITF TRPM1 inh 6, KKLEB cytotox 7 and iPSC survival up -0.2.

Not all compounds are listed (hit frequency here may not be typical).
